# APP 5'UTR act = activators of APP 5'UTR luciferase reporter, primary screen, SH-SY5Y cells. actives 1% (n = 190,000). activation, % at 2 µM. SH-SY5Y APP 5'UTR luciferase reporter, luminescence; zero percent = DMSO vehicle wells;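 active = activation above a set limit, based on mean plus 3 SD of controls, cut at about 140% in these data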; also: values of inactives mirror those of a sister screen read the other way
# RAM network inh = inhibitors of the yeast RAM network, primary screen, dse1pr::URA3 reporter, 5-FOA selection; actives 1.8% (n = 190,000); inhibition, % at 50 µM; S. cerevisiae dse1pr::URA3 reporter, 5-FOA growth OD615, 2 d; analog-sensitive cbk1-as2 kinase mutant strain;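 active = inhibition above a set limit, 3 SD over mean compound inhibition, cut at about 8.4% in these data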;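 also: 0% = DMSO-only wells with no growth and 100% = 10 µM 1-NA-PP1 full growth; inhibition rescues growth on 5-FOA so higher OD means more RAM inhibition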
# STAT1 inh = STAT1 signaling inhibitors, primary screen, cell-based, HTS, luciferase reporter. NIH 3T3 STAT1-luciferase reporter, IFN-gamma, luminescence. inhibition, % at 5.5 µM. actives 0.35% (n = 200,000);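 active = inhibition above a set limit, the mean inhibition across all tested compounds plus 3 SD, cut at about 34% in these data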;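 also: 0% = IFN-gamma with DMSO and 100% = IFN-gamma with 300 µM nifuroxazide; values of inactives mirror those of a sister screen read the other way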
# Hsp70 activator = Hsp70 transcriptional activators, primary screen, cell-based, HeLa, Hsp70 promoter luciferase, luminescence, 10 µM. HeLa Hsp70 promoter luciferase reporter; scaled: vehicle 0, proteasome-inhibitor control 100%. activation, % at 10 µM. actives 0.04% (n = 200,000);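 active = activation above the mean across all tested compounds plus 3 SD, cutoff set per campaign, cut at about 5.5% in these data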;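 also: 100% = MG132 at 30 µM as the positive control and 0% = DMSO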
# STAT3 act = IL-6 driven STAT3 reporter potentiators, primary screen, U3A cells, luciferase, luminescence, MLSCN library; IL-6 STAT3-luciferase reporter; 100% = signal with IL-6 EC80 alone; activation (% of control), % at 5.6 µM; actives 0.91% (n = 190,000); AID 871, 2007;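 active = activation above the screen-wide mean of compound activation plus 3 SD, cut at about 130% in these data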;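 also: 0% = background luminescence of wells with medium and substrate only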
#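 Material: STAT3-luciferase reporter U3A cells. Controls: IL-6-treated wells, 100% activation. Read-out: % activation versus median of IL-6-stimulated wells. Probe or stimulus: IL-6 stimulus at 33 ng/mL final. Timing: compound 1 h, then IL-6 6 h at 37 °C. Signal: reporter luminescence signal.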
# STAT3 blocker = IL-6 driven STAT3 reporter inhibitors, primary screen, U3A cells, luciferase, luminescence, MLSCN library | IL-6 STAT3-luciferase reporter; host cell line lacks STAT1 | inhibition, % at 5.5 µM | actives 0.89% (n = 190,000);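 active = inhibition above the mean inhibition across all screened compounds plus 3 SD, cut at about 44% in these data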;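 also: 0% = DMSO only wells and 100% = 100 µM nifuroxazide control wells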
# FLuc inh counter = firefly luciferase enzyme inhibitors, primary screen, artefact control for luciferase-based inhibitor screens, biochemical, luminescence, ATPLite | Luciferin 4-monooxygenase (Photinus pyralis), P08659 | 10 min | inhibition, % at 10 µM | actives 1.5% (n = 200,000);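 active = inhibition above about 50% when tested at 10 µM, limit read from the data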
# Target sequence (P08659 whole entry, looked up): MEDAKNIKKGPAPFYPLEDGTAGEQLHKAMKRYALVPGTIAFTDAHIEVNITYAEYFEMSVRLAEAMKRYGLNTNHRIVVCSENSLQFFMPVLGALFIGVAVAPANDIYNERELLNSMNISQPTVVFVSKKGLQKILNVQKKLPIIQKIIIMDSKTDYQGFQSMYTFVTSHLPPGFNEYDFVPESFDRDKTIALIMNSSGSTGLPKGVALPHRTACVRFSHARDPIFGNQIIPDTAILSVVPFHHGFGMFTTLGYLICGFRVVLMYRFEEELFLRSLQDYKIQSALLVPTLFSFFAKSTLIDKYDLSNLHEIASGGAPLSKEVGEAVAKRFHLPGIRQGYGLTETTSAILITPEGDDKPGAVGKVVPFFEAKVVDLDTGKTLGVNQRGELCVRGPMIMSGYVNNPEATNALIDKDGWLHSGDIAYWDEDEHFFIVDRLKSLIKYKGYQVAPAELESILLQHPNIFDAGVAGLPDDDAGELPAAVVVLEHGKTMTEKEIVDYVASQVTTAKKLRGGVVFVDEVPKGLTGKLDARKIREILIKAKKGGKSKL
# APP 5UTR inh = inhibitors of APP translation via 5'UTR reporter, primary screen, APP 5'UTR luciferase, SH-SY5Y cells | SH-SY5Y APP 5'UTR-luciferase reporter, luminescence | inhibition, % at 2 µM | actives 0.82% (n = 190,000);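 active = inhibition above a set limit, derived from the sample mean plus 3 SD, cut at about 45% in these data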; also: values of inactives mirror those of a sister screen read the other way
# NF-kB expr up = activators of NF-kB expression in neurons, primary screen, cell-based, HTS. fold change at 12.5 µM. actives 1.6% (n = 190,000). human neuronal cells, NF-kB reporter expression; hits give high values; in the data active = fold change above about 3.3
# STAT1 act = STAT1 signaling activators, primary screen, cell-based, HTS, luciferase reporter; NIH 3T3 STAT1-luciferase reporter, IFN-gamma, luminescence; 100% = IFN-gamma alone, no compound; activation (% of control), % at 5.5 µM; actives 2.6% (n = 200,000); AID 932, 2007;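 active = activation above the screen-wide mean activation plus 3 SD, cut at about 130% in these data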;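 also: raw ratio to IFN-gamma control signal so 100% means no change and 0% no light; values of inactives mirror those of a sister screen read the other way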
# Active calls of the source: *; · = no result given.
[1] CCOC(=O)N1CCN(C(=O)CCN2C(=O)COc3ccccc32)CC1
[2] O=C(c1ccc2c(c1)OCO2)N1CCN(c2ccc(F)cc2)CC1
[3] Cc1nn(Cc2ccccc2)c(C)c1NC(=O)CCCn1nc([N+](=O)[O-])cc1C
[4] O=C(CSc1nnc(CCCOc2ccc(Cl)cc2Cl)o1)Nc1ccc(C(=O)O)cc1
[5] CC(C)C/C=C1\CCc2c([nH]c3ccccc23)C1=O
[6] CNc1ccccc1C(C)(C)c1cc(C)[nH]n1

compound no.,1,2,3,4,5,6
APP 5'UTR act,-1,5,-2,6,48,1
RAM network inh,0.8,-0.5,0.6,2.9,3.8,0.1
STAT1 inh,7,0,3,1,-50,4
Hsp70 activator,-0.1,-0.1,-0.3,-0.1,0.1,-0.4
STAT3 act,106,91,101,100,94,93
STAT3 blocker,-2,13,5,-2,11,14
FLuc inh counter,-1,-2,-6,27,3,-10
APP 5UTR inh,1,-5,2,-6,-48,-1
NF-kB expr up,1.4,1.6,0.89,1.1,2.5,1.1
STAT1 act,94,100,97,99,143*,96

# Some entries already given, limited to Hsp70 activator, STAT3 blocker and FLuc inh counter.
no.	Compound	Hsp70 activator	STAT3 blocker	FLuc inh counter
6	CNc1ccccc1C(C)(C)c1cc(C)[nH]n1	-0.4	14	-10
5	CC(C)C/C=C1\CCc2c([nH]c3ccccc23)C1=O	0.1	11	3
2	O=C(c1ccc2c(c1)OCO2)N1CCN(c2ccc(F)cc2)CC1	-0.1	13	-2
4	O=C(CSc1nnc(CCCOc2ccc(Cl)cc2Cl)o1)Nc1ccc(C(=O)O)cc1	-0.1	-2	27
1	CCOC(=O)N1CCN(C(=O)CCN2C(=O)COc3ccccc32)CC1	-0.1	-2	-1

# Next part:
[7] Cc1cc(C(=O)N/N=C/c2cc(Br)ccc2OC(=O)c2ccccc2)n[nH]1
[8] Cc1sc(NC(=O)c2ccccc2)c(C(=O)c2ccccc2)c1C
[9] O=C(NCCCN1CCCC1=O)c1ccc2c(c1)OCO2
[10] COc1ccccc1NC(=O)CCN1C(=O)c2ccccc2S1(=O)=O
[11] COc1cc(CC(=O)Nc2ccc(S(=O)(=O)N(C)C)cc2)cc(OC)c1OC
[12] COc1ccc(Cl)cc1NC(=O)COc1cccc(-n2cnnn2)c1

compound no.,7,8,9,10,11,12
APP 5'UTR act,-35,-20,-13,9,1,-7
RAM network inh,6.0,11*,1.3,0.6,0.3,3.7
STAT1 inh,5,1,-7,-6,4,-11
Hsp70 activator,-0.1,-0.4,-0.1,-0.2,-0.4,-0.4
STAT3 act,99,96,107,93,103,82
STAT3 blocker,11,3,-4,10,4,20
FLuc inh counter,-4,0,0,-6,-6,-1
APP 5UTR inh,35,20,13,-9,-1,7
NF-kB expr up,0.62,1.2,1.4,1,0.8,0.47
STAT1 act,93,102,106,104,96,110

[13] COc1ccccc1NC(=O)Nc1ccc(F)c(F)c1
[14] COc1ccccc1CN(Cc1nc2ccccc2c(=O)[nH]1)C(=O)Nc1ccccc1
[15] CCn1c(/C=N/Nc2ccc(C(=O)O)cc2)nc2ccccc21
[16] C=CCn1c(Cc2c[nH]c3ccccc23)nnc1SCC(=O)NCc1ccccc1
[17] O=C(NCCCn1ccnc1)c1cc(-c2cccnc2)nc2ccc(Br)cc12
[18] Cc1ccc(C(=O)CSc2nnc(-c3cccs3)n2C)o1

compound no.,13,14,15,16,17,18
APP 5'UTR act,15,-2,10,-12,-3,12
RAM network inh,2.4,-0.3,1.4,0.4,-0.9,1.1
STAT1 inh,-6,-2,1,0,-3,-1
Hsp70 activator,0.2,0.2,-0.1,0.2,-0.3,-0.3
STAT3 act,84,101,93,105,92,108
STAT3 blocker,26,-1,11,-1,14,0
FLuc inh counter,7,-4,26,-5,-2,-12
APP 5UTR inh,-15,2,-10,12,4,-12
NF-kB expr up,1.2,0.63,1.4,0.98,1,1.1
STAT1 act,106,102,99,100,100,100

[19] Nc1nc(CN2CCN(Cc3ccccc3)CC2)nc(Nc2ccccc2)n1
[20] COc1cc(C(=O)NCc2ccc(C)cc2)ccc1OC(F)F
[21] Cc1cccc(NC(=O)C2CC(=O)N/C(=N/N=C/c3ccco3)S2)c1 (stereo unspecified)
[22] Cc1cccc(C)c1NC(=S)N(Cc1cccs1)C1CCCC1
[23] CS(=O)(=O)c1ccc(Sc2nc3ccccc3s2)c([N+](=O)[O-])c1
[24] CC1CCN(c2ncnc3c2cnn3-c2ccccc2)CC1

compound no.,19,20,21,22,23,24
APP 5'UTR act,-10,13,-2,7,-19,·
RAM network inh,3.0,3.0,7.4,2.8,2.9,-0.6
STAT1 inh,6,9,12,7,-4,-60
Hsp70 activator,-0.2,-0.4,-0.1,0.7,0.9,0.3
STAT3 act,124,93,118,100,147*,81
STAT3 blocker,-26,9,-21,12,-63,30
FLuc inh counter,4,-1,-2,-1,-3,40
APP 5UTR inh,10,-13,2,-7,19,·
NF-kB expr up,0.87,1.1,1.2,1.1,0.62,4.5*
STAT1 act,94,91,89,93,104,154*

[25] Cc1ccc(OCC(=O)Nc2ccc(Cl)cc2)c(-n2nc3ccccc3n2)c1
[26] CCn1c(SCc2nc3ccccc3s2)nnc1-c1cccs1
[27] O=C(Nc1ncc(Cc2ccccc2Cl)s1)C1CCCO1 (stereo unspecified)
[28] O=C(c1ccc(Cl)c(S(=O)(=O)N2CCc3ccccc3C2)c1)N1CCN(c2ccccc2)CC1
[29] CNC(=O)COc1ncnc2sc(C)c(C)c12
[30] O=C(CNC(=O)c1ccccc1)OCC(=O)N1N=C(c2ccc(Cl)cc2)CC1c1ccco1 (stereo unspecified)

compound no.,25,26,27,28,29,30
APP 5'UTR act,10,56,70,-11,-2,1
RAM network inh,3.0,1.1,0.1,-0.8,0.9,1.3
STAT1 inh,-4,-19,-55,2,6,-4
Hsp70 activator,-0.3,-0.1,0.0,-0.4,0.1,0.1
STAT3 act,106,142*,122,82,92,106
STAT3 blocker,0,-40,-25,20,14,-1
FLuc inh counter,-8,1,6,-1,-6,-3
APP 5UTR inh,-10,-56,-70,11,2,-1
NF-kB expr up,1,1.1,3.9*,1.4,1,0.92
STAT1 act,104,117,151*,99,94,102

# Look-ups from the list.
# In APP 5'UTR act, `Cc1cccc(NC(=O)C2CC(=O)N/C(=N/N=C/c3ccco3)S2)c1` (stereo unspecified) reads -2
# In FLuc inh counter, `Cc1ccc(OCC(=O)Nc2ccc(Cl)cc2)c(-n2nc3ccccc3n2)c1` reads -8

# More entries:
[31] Cc1ccc(SCc2cc(=O)[nH]c(Nc3nc(C)c4cccc(C)c4n3)n2)cc1
[32] COc1cc(C2/C(=C(\O)c3ccc4c(c3)CC(C)O4)C(=O)C(=O)N2CCCn2ccnc2)ccc1O (stereo unspecified)
[33] CN(C)CCN1C(=O)c2oc3ccccc3c(=O)c2C1c1ccc(F)cc1 (stereo unspecified)
[34] COc1ccc(CCNC(=O)CC2Nc3ccccc3NC2=O)cc1OC (stereo unspecified)
[35] COc1ccc(-n2c(NN)nc3sc4c(c3c2=O)CCCC4)cc1
[36] Cc1ccc(NC(=O)NC(=O)N(C(C)C)S(C)(=O)=O)nc1

compound no.,31,32,33,34,35,36
APP 5'UTR act,5,1,-4,-8,17,23
RAM network inh,2.1,1.8,-0.1,0.4,1.5,1.2
STAT1 inh,6,1,-2,-2,-16,6
Hsp70 activator,-0.4,-0.1,-0.3,-0.4,0.1,-0.2
STAT3 act,90,101,95,99,90,109
STAT3 blocker,15,3,10,5,17,-11
FLuc inh counter,0,-6,-3,37,-4,-1
APP 5UTR inh,-5,-1,4,8,-17,-23
NF-kB expr up,0.73,1.1,1.1,0.99,1.1,1.3
STAT1 act,95,99,102,102,112,94

# STAT3 act, what is marked active above
nr	canonical_smiles	APP 5'UTR act	RAM network inh	STAT1 inh	Hsp70 activator	STAT3 act	APP 5UTR inh	NF-kB expr up	STAT1 act
23	CS(=O)(=O)c1ccc(Sc2nc3ccccc3s2)c([N+](=O)[O-])c1	-19	2.9	-4	0.9	147*	19	0.62	104
26	CCn1c(SCc2nc3ccccc3s2)nnc1-c1cccs1	56	1.1	-19	-0.1	142*	-56	1.1	117

# (further entries)
[37] Cc1cc(O)c(C(C)C)cc1NC(=O)Cn1nc(C)c2ccccc2c1=O
[38] CC1=CC(C)(C)N(C(=O)CSc2nnc(-c3ccc(C)cc3)o2)c2ccc(C)cc21
[39] CC(=O)Nc1cccc(C(=O)NC(C)c2ccc(S(N)(=O)=O)cc2)c1 (stereo unspecified)
[40] CC(C)(C)C(=O)CC1(O)C(=O)N(Cc2ccccc2)c2ccccc21 (stereo unspecified)
[41] CN(CCCC(=O)Nc1nccs1)S(=O)(=O)c1ccc(Cl)cc1
[42] CC(/C=C/c1ccco1)=N\NC(=O)CNc1ccc2ccccc2c1
[43] O=C(O)CCC(=O)NCc1ccc2[nH]c3c(c2c1)CCCC3
[44] COC(=O)C(C)Sc1nc(-c2ccc(OC)cc2)nc2c1c(=O)n(C)c(=O)n2C (stereo unspecified)
[45] CCOC(=O)CCCNC(=O)COc1ccccc1C#N

compound no.,37,38,39,40,41,42,43,44,45
APP 5'UTR act,10,18,6,-3,15,11,14,8,16
RAM network inh,0.2,3.5,1.0,1.2,1.3,0.2,0.1,·,1.7
STAT1 inh,3,2,0,6,-7,-9,-3,1,-9
Hsp70 activator,-0.3,-0.4,-0.2,0.2,-0.2,-0.4,0.2,0.7,0.2
STAT3 act,97,102,148*,102,102,119,94,105,96
STAT3 blocker,8,-1,-51,6,2,-19,8,-3,11
FLuc inh counter,0,-6,-9,-5,-6,1,-6,·,-8
APP 5UTR inh,-10,-18,-6,3,-15,-11,-14,-8,-16
NF-kB expr up,0.96,0.97,1.1,0.81,0.96,0.95,1.2,·,1.3
STAT1 act,95,94,100,94,107,107,104,101,107

# Screens from PubChem BioAssay.
